PLC-beta3 inh: human PLC-beta3 inhibitors, primary screen, biochemical, fluorescence; 1-phosphatidylinositol 4,5-bisphosphate phosphodiesterase beta-3 (Homo sapiens), Q01970; actives 0.18% (n = 370,000); inhibition, % at 12.2 µM; Purified PLC-beta3, fluorogenic substrate; in the data active means inhibition above about 11%;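 further: 0% = median of compound wells on plate and 100% = full blocker control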
Target sequence (Q01970 whole entry, looked up): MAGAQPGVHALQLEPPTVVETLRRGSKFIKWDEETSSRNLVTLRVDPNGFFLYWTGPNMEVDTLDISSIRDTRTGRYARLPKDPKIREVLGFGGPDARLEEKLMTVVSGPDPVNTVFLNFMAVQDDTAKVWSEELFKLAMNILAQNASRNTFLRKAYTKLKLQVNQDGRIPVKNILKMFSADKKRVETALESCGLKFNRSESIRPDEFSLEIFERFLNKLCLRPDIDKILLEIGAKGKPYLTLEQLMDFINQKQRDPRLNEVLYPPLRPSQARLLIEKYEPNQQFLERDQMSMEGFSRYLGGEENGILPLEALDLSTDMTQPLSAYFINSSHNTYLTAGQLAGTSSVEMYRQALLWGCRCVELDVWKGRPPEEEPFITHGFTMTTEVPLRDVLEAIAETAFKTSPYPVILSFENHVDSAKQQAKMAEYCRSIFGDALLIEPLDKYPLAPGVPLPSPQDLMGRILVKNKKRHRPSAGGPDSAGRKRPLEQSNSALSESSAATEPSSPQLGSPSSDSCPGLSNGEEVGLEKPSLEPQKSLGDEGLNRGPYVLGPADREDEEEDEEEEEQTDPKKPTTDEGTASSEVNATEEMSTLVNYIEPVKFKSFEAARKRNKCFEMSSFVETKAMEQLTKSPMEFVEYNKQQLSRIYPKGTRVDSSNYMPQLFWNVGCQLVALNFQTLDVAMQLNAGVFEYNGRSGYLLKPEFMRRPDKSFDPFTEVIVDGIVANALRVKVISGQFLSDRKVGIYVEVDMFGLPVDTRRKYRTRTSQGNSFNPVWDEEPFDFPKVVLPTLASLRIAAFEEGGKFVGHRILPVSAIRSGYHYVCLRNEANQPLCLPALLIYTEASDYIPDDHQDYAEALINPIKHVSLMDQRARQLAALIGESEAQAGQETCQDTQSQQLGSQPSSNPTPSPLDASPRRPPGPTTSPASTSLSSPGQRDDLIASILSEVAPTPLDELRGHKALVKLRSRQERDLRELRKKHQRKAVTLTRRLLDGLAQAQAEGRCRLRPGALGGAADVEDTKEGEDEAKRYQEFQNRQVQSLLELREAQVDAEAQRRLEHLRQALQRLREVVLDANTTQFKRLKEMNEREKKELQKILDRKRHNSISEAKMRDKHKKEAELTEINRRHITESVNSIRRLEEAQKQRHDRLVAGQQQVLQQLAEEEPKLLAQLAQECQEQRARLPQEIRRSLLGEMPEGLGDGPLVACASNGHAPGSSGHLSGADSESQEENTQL
ADAM10 inh: human ADAM10 inhibitors, primary screen, biochemical, QFRET, HTS | recombinant ADAM10, EDANS/DABCYL FRET peptide cleavage, 3 h | actives 0.62% (n = 370,000) | Disintegrin and metalloproteinase domain-containing protein 10 (Homo sapiens), O14672 | inhibition, % at 7 µM;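 active means inhibition above a per-campaign cutoff equal to the mean of compounds falling between control-based bounds plus 3 SD, cut at about 20% in these data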;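 further: 0% = DMSO wells while the 100% control is not disclosed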
ADAM17 inh: ADAM17 inhibitors, primary screen, biochemical, QFRET | Disintegrin and metalloproteinase domain-containing protein 17 (Homo sapiens), P78536 | inhibition, % at 6.95 µM | AID 720648, 2013 | recombinant ADAM17, EDANS/DABCYL FRET peptide cleavage | actives 0.83% (n = 370,000);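 active means inhibition above the mean of compounds lying between control limits plus 3 SD, set per campaign, cut at about 8.5% in these data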;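 further: 0% = DMSO-only wells as the low control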
PLCg1 inh: PLC-gamma1 enzyme inhibitors, primary screen, biochemical, fluorescence, purified enzyme; actives 0.84% (n = 370,000); AID 720700, 2013; fluorogenic substrate; inhibition, % at 12.2 µM; in the data active means inhibition above about 9.5%
hcDAF12 agonist: H. contortus DAF-12 nuclear receptor activators, primary screen, cell-based, luminescence, HEK293, lit1-tk-luc reporter. actives 1.4% (n = 370,000). HEK293 hcDAF-12 lit1-tk-luc reporter; 0% DMSO, 100% Δ7-dafachronic acid. activation, % at 6.8 µM;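 active means activation above the mean of all tested compounds plus 3 SD, cut at about 5.5% in these data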;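 further: 100% = response to 3 µM Δ7-dafachronic acid high control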
hgDAF-12 ag: H. glycines DAF-12 receptor agonists, primary screen, cell-based, luminescence, HEK293, GAL4 fusion, UAS-luciferase; actives 1.8% (n = 370,000); HEK293 GAL4-hgDAF12 UAS-luciferase reporter, agonist luminescence; normalized to butyrate control; AID 687014, 2013; activation, % at 6.8 µM;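 active means activation above a cutoff set at the mean of all screened compounds plus 3 SD, cut at about 10% in these data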;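 further: 0% = DMSO wells and 100% = sodium butyrate wells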
DAX1 inh-1: DAX1 (NR0B1) inhibitors, primary screen, cell-based, HEK293, Gal4-DAX1, luciferase luminescence | Nuclear receptor subfamily 0 group B member 1 (Homo sapiens), P51843 | HEK293 Gal4-DAX1 luciferase reporter | inhibition, % at 6.75 µM | actives 0.99% (n = 340,000) | AID 504766, 2011;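 active means inhibition above the mean over all tested compounds plus 3 SD, cut at about 4.2% in these data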;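 further: 0% = DAX1-transfected cells with DMSO and 100% = empty-vector control cells with DMSO; inhibition shows as a rise in luminescence from relieved DAX1 repression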
ssDAF-12 act: S. stercoralis DAF-12 nuclear receptor activators, primary screen, cell-based, luminescence, HEK293, GRIP1 co-expression, lit1-tk-luc | Nuclear hormone receptor DAF-12 (Strongyloides stercoralis) | HEK293 ssDAF-12/GRIP1 lit1-tk-luc reporter; % of 3 µM dafachronic acid response | activation, % at 6.8 µM | actives 1% (n = 370,000) | AID 652126, 2013;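 active means activation above the mean over all tested compounds plus 3 SD, cut at about 0.9% in these data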;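 further: 0% = DMSO-only wells and 100% = 3 µM delta7-dafachronic acid wells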
FXN GAA850 act: FXN promoter activators, primary screen, cell-based, luciferase luminescence, HEK293 lucGAA850; actives 0.56% (n = 360,000); activation, % at 6 µM; HEK293 lucGAA850 FXN promoter luciferase reporter, 24 h; percent of 10 µM SAHA response; AID 540364, 2011;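 active means activation above the average of all compounds screened plus 3 SD, cutoff fixed separately per campaign, cut at about 7.5% in these data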;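 further: 0% = DMSO wells and 100% = 10 µM SAHA wells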
HGIII-sPLA2 inh: human group III sPLA2 inhibitors, primary screen, biochemical, QFRET, BODIPY PC-A2 liposome substrate. QFRET BODIPY PC-A2 liposome hydrolysis, fluorescence. inhibition, % at 12.2 µM. actives 0.56% (n = 370,000). AID 743126, 2013;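 active means inhibition above mean plus 3 SD of compounds lying within the high and low control bounds, cut at about 19% in these data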;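 further: 0% = median of test compound wells and 100% = no enzyme DMSO wells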
DAX1 inh-2: DAX1 (NR0B1) inhibitors on StAR promoter, primary screen, cell-based, luminescence, SF-1 (NR5A1), full-length DAX-1 | HEK293T StAR-luciferase reporter, SF-1/DAX-1 repression relief | actives 1.1% (n = 370,000) | AID 652010, 2013 | inhibition, % at 6.8 µM;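 active means inhibition above the mean over all tested compounds plus 3 SD, cut at about 3.6% in these data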;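 further: 0% = DAX-1 cells with DMSO and 100% = cells lacking DAX-1 with DMSO; higher inhibition means more luminescence from relief of DAX-1 repression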
An asterisk follows results filed as active; i = inactive; · = not tested or not shown; & = joins results of further samples.

SMILES	PLC-beta3 inh	ADAM10 inh	ADAM17 inh	PLCg1 inh	hcDAF12 agonist	hgDAF-12 ag	DAX1 inh-1	ssDAF-12 act	FXN GAA850 act	HGIII-sPLA2 inh	DAX1 inh-2
COc1ccc(NS(=O)(=O)c2cc3c(cc2C)N(C)CCO3)cc1	2.1	-9.7	5.1	1.8	-0.5	-4.3	-0.7	-0.6	-1.4	-6.7	-0.4
COc1ccc(NC(=O)C2CCCNC2)cc1OCC(C)C (stereo not given)	3.2	-7.0	0.3	1.8	5.2	1.3	0.2	-0.3	-2.6	-9.7	0.4
O=C(O)CSc1nnc(-c2ccccc2)o1	-0.7	-2.1	-0.9	-3.4	-0.8	1.5	0.8	-0.5	1.1	2.3	1.2
CS(=O)(=O)N1CCc2cc(C(=O)N3CCN(c4cccc(Cl)c4)CC3)ccc21	-2.0	-0.9	3.6	1.3	1.4	-1.6	-0.4	-1.3	-0.1	-7.6	-0.4
O=C(c1[nH]c(C(F)(F)F)nc1-c1ccccc1)N1CCCCC1	0.2	-7.0	-5.2	-0.7	-0.5	-1.4	·	-1.2	·	5.5	0.0
COc1ccc(C2C(Oc3ccccc3)C(=O)N2c2ccc(C)c(C)c2)cc1OC (stereo not given)	1.1	5.5	1.6	-3.8	0.3	1.9	-0.9	-1.2	-0.3	-8.7	-0.3
COc1ccccc1/C=C/C(=O)N1CCOCC1	-6.0	-37.0	-6.4	-4.1	0.0	-3.3	0.1	-1.1	0.3	6.7	0.5
CCN(CC)c1ccc2cc(-c3nc(-c4ccc(OC)cc4)cs3)c(=O)oc2c1	-324.8	-20.9	-7.8	-256.0	-0.1	-0.1	·	-0.3	·	-47.6	1.2
Cc1cccc(C)c1NC(=O)CCn1cnc2ccccc2c1=O	-1.8	-6.6	-3.1	-1.8	-0.6	2.2	2.8	-1.4	1.1	-1.0	0.0
Cc1ccccc1C(=O)Oc1cc(N)n(S(C)(=O)=O)n1	1.9	-4.7	-0.1	0.6	-0.8	0.4	-0.9	0.3	-1.1	0.6	0.0
CSc1ccccc1C(=O)NCc1ccc2c(c1)OCO2	2.2	-3.5	0.4	1.9	1.5	4.6	-1.2	-1.4	0.9	0.2	-0.1
O=C(Nc1ccc(C(F)(F)F)cc1)C1CCCN1S(=O)(=O)c1cccc2cccnc12 (stereo not given)	-1.9	5.5	-1.4	2.1	-1.8	-4.6	-1.9	-1.2	-5.7	-5.9	-1.5
COC(=O)CCCCCCCCC(=O)Nc1nc2ccccc2s1	2.2	-0.3	-7.0	3.6	-0.1	1.3	0.2	-0.7	1.4	-0.2	-0.2
CC(=O)c1c(O)cc(C)n(-c2ccc(F)cc2)c1=O	-1.2	4.9	-0.9	2.2	0.9	0.9	-0.1	-0.8	0.9	0.7	0.0
COc1ccc(-c2oc3cccnc3c2-c2ccc(OC)nc2)cc1	-206.8	-460.7	-103.5	-143.1	-2.1	1.1	-0.6	-0.9	2.3	0.2	-0.3

Laid out differently: 3 of the compounds above
Value order: PLC-beta3 inh	ADAM10 inh	ADAM17 inh	PLCg1 inh	hcDAF12 agonist	hgDAF-12 ag	DAX1 inh-1	ssDAF-12 act	FXN GAA850 act	HGIII-sPLA2 inh	DAX1 inh-2
> COc1ccc(NC(=O)C2CCCNC2)cc1OCC(C)C (stereo not given)
    3.2	-7.0	0.3	1.8	5.2	1.3	0.2	-0.3	-2.6	-9.7	0.4
> O=C(O)CSc1nnc(-c2ccccc2)o1
    -0.7	-2.1	-0.9	-3.4	-0.8	1.5	0.8	-0.5	1.1	2.3	1.2
> CS(=O)(=O)N1CCc2cc(C(=O)N3CCN(c4cccc(Cl)c4)CC3)ccc21
    -2.0	-0.9	3.6	1.3	1.4	-1.6	-0.4	-1.3	-0.1	-7.6	-0.4

New compounds follow
SMILES	PLC-beta3 inh	ADAM10 inh	ADAM17 inh	PLCg1 inh	hcDAF12 agonist	hgDAF-12 ag	DAX1 inh-1	ssDAF-12 act	FXN GAA850 act	HGIII-sPLA2 inh	DAX1 inh-2
Cc1ccc(C(=O)Nc2ccccc2SCC2CSc3nc4ccccc4c(=O)n32)cc1 (stereo not given)	-3.4	-6.6	-1.9	-4.2	-1.9	-8.0	-1.5	-1.6	-4.9	-1.1	-1.6
COC(=O)C1(O)CC(C(C)C)=NN1C(=O)c1ccccc1 (stereo not given)	-0.1	5.7	0.2	-5.4	-0.3	0.6	3.8	-0.8	1.2	-1.5	0.1
CN1CCN(C(=S)c2cn(Cc3ccccc3F)c3ccccc23)CC1	-2.7	-0.7	2.6	5.9	-0.5	-1.6	-0.9	-2.1	-0.9	1.6	-0.4
O=S(=O)(c1ccc(-c2ccno2)s1)N1CCCCC1	-2.2	2.8	-2.4	2.6	0.4	-1.3	-0.3	-0.9	1.3	-4.7	1.0
Cc1ccc2c(c1)[C@H]1[C@H](CO2)[C@H](c2ccccc2)[C@]2(C)C(=O)N(CC3CCCO3)CC(=O)N12 (stereo not given in full)	0.5	3.7	-0.6	1.6	-1.6	3.0	-0.4	-1.1	7.5	2.7	-0.3
COc1ccc(-c2nnc(NC(=O)c3ccc([N+](=O)[O-])o3)o2)c(OC)c1	-5.8	1.3	-1.8	1.0	4.9	1.4	-0.4	-0.9	1.2	4.3	-2.9
C[C@H]1[C@@H](OC(=O)NCc2cccs2)CC[C@@]23CCCN2C(=O)CCC[C@@H]13	1.6	1.5	-0.6	-1.8	1.9	1.2	·	-1.7	·	0.4	·
COC(=O)c1nnn(-c2ccsc2C(=O)OC)c1C(=O)OC	2.7	10.2	-2.7	2.9	2.8	0.1	0.0	-1.6	0.1	4.0	2.2
CCc1ccccc1NC(=O)CN1CCN(C(=O)CNC(=O)Cc2cccc3ccccc23)CC1	-5.5	-1.7	-0.6	-3.1	-1.9	-5.3	-0.9	-1.9	0.5	-0.8	-3.6
COc1ccc2c(c1)[C@@H]1[C@H](CO2)[C@H](c2ccccc2)[C@]2(C)C(=O)NCC(=O)N12	3.2	1.8	3.0	1.0	-0.1	-1.4	-0.8	-0.5	1.2	-3.1	0.1
O=C(c1cccc(S(=O)(=O)N2CCOCC2)c1)N1CCCC(C(F)(F)F)C1 (stereo not given)	-2.8	-3.2	-6.7	-1.5	-1.0	1.0	-1.0	-0.7	2.1	9.2	0.3
O=S(=O)(c1ccccc1)N1N=C(c2ccccc2)CC1c1ccccc1F (stereo not given)	-1.3	1.7	1.9	1.6	-0.9	-0.6	0.1	-0.4	0.9	-6.7	0.5
CC1(C)OC(c2ccccc2)=C/C(=C/C=N/NC(=O)c2ccncc2)O1	-16.4	4.0	4.0	-6.0	-0.8	-2.4	-0.2	-1.9	-0.3	13.4	-1.2
Cc1ccccc1NC(=O)C(C)Sc1nnc(-c2ccncc2)n1CC1CCCO1 (stereo not given)	-2.2	2.8	-0.1	3.3	0.0	-1.4	0.6	-1.0	-0.4	-4.4	-0.1
Cc1ccc(NC(=O)CN(C)C(=O)C(C)OC(=O)c2ccccc2NCCO)cc1 (stereo not given)	i	i	i	i	0.7	-3.5	0.1	-0.7	-0.3	-5.0	-1.8
CCCCCCSc1cc(-c2nc3cc(C)ccn3c2NCCCC)ccc1OC	i	-59.3&-94.8	-19.2&-34.3	i	-0.8&-1.7	-1.5&0.4	-0.2	-1.1&-0.8	1.9	-0.6&2.4	0.2&-0.9
COC(=O)c1sccc1NC(=O)c1ccc(Cl)cc1	-4.1	-1.0	-2.6	2.0	3.1	-0.4	0.8	0.9*	2.6	3.4	0.4
CC1(C)CCC(=O)N2CC[C@H]3C[C@H](OC(=O)Nc4ccc5c(c4)OCO5)C[C@@H]1[C@H]32	3.9	-0.7	1.9	3.2	0.7	8.5	1.2	-1.1	-0.3	1.9	0.5
CCOc1ccc(Br)cc1CNCCN1CCOCC1	-0.1	-8.2	-0.8	-2.1	12.9*	-0.4	0.1	-1.4	2.7	8.8	-0.1
N#Cc1nc(-c2ccc(F)cc2)oc1NCCN1CCOCC1	-402.3	-468.5	-123.0	-298.4	2.6	0.4	0.9	-1.6	-0.3	10.2	0.5
O=C(/C=C/c1cccs1)c1cc(Cl)ccc1OC(=O)N1CCOCC1	3.5	-3.8	-0.4	1.8	-0.6	-0.9	-0.5	-1.3	1.0	-4.2	-2.4
C[C@@H](NC(=O)[C@@H]1CCCN1C(=O)[C@@H]1CCCN1C(=O)c1ccccc1)c1ccccc1	1.0	-3.5	0.6	2.7	0.9	-1.0	·	-0.6	·	6.5	-0.6
COc1ccc(OC)c(-c2nnc(SCC(=O)NC3CCCCC3)o2)c1	3.4	-15.6	-3.0	0.4	-2.3	1.8	0.6	-1.1	1.0	-4.3	-1.0
CCOc1ccc(CNCCNC(=O)c2nonc2N)cc1	2.3	10.9	2.7	7.5	-1.0	-1.2	-0.4	-1.8	-2.6	6.1	2.1
CCCCOc1ccccc1C(=O)NCC(=O)O	-0.1	-1.0	-2.2	-2.8	0.7	1.1	-0.8	-1.5	0.2	7.8	0.1
Cc1cc(C(=O)NCCc2ccc(Cl)cc2)n(-c2ccccc2)n1	-8.3	-3.0	-3.9	-0.7	-0.8	2.1	1.5	-1.5	0.3	-1.3	0.8
NNC(=O)CNC(c1ccccc1)c1cc(Br)ccc1NC(=O)CCN1CCOCC1 (stereo not given)	2.0	5.0	3.9	6.3	0.1	-1.7	2.4	-1.0	-2.3	0.3	-0.7
CCCCNc1ccc2c(c1)OC[C@H](C)NS2(=O)=O	1.6	-1.1	-0.5	-1.3	0.6	0.6	·	-1.0	·	8.8	1.0
CC(=O)c1ccc(-n2c(SCC(=O)c3c[nH]c4ccccc34)nc3ccccc3c2=O)cc1	-1.2	7.6	-1.7	1.2	-2.7	-4.5	-3.0	-2.6	-1.4	-16.9	-2.6
O=C(O)c1ccc(S(=O)(=O)Cc2ccccc2)cc1	0.8	0.2	2.7	5.7	-1.4	1.2	0.0	-1.6	-1.0	7.0	0.9
CCCOc1ccc(-c2nc(-c3ccc([N+](=O)[O-])cc3)cs2)cc1	-4.2	-1.1	0.2	2.6	0.9	-0.1	0.2	-0.6	0.6	-1.7	0.0
COc1cccc(/C=N/Nc2snc(SC)c2C#N)c1O	i	-0.3	1.8	i	-1.4	2.6	-2.5	-1.8	-2.4	-20.8	-1.6

Bioassay records deposited in PubChem BioAssay by The Scripps Research Institute Molecular Screening Center.
